Assay outcomes deposited in PubChem by National Center for Advancing Translational Sciences (NCATS).
CCT modulator: cytosolic chaperonin activity modulation; 0.3% of 360,000 active; activity change, % (concentration not given with the values), hits read low; purified chaperonin ATPase assay, HTRF ADP detection, 30 min; AID 651819; in the data active means activity change below about -30%; further: on the % scale 0 is the no-effect control and ±100 the full control effect
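TRiC at 40 or 20 nM final (batch-dependent) in 30 mM Tris pH 7.4, 100 mM KCl, 5 mM MgCl2, 1 mM DTT, with compound at single 76 uM and 10 uM ATP, 30 min at 37 deg C. ADP detected by HTRF Transcreener, 665/615 ratio.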
DRD3 antagonist: antagonists of human D3 dopamine receptor; P35462; 2.5% of 360,000 active; D3R cells, DiscoveRx beta-arrestin luminescence, antagonist mode; active compounds read low; AID 652054; max response, negative = inhibition, %; in the data active means max response below about -50%; inconclusive means no clear call, values can overlap the other calls; further: on the % scale 0 is the no-effect control and ±100 the full control effect; mostly tested at two doses, the higher about 12 µM
Target sequence (P35462 whole entry, looked up): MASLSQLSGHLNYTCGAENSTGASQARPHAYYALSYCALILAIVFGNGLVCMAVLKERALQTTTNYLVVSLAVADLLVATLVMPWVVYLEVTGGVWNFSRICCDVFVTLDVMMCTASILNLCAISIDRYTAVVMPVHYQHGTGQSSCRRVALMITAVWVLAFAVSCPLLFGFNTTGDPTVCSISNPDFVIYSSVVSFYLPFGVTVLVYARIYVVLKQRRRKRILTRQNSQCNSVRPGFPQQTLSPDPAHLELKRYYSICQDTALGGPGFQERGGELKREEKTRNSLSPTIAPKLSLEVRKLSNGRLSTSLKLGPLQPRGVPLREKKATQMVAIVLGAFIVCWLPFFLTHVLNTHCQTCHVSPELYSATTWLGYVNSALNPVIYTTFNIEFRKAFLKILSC
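Cells plated overnight at 1500 cells/well, then exposed to library compounds with dopamine controls for 90 minutes at 37 degrees C. DiscoveRx reagent added for 30–60 minutes at room temperature; luminescence read, quantitative HTS format.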
pAkt inh: inhibitors of Akt phosphorylation. Neuro2A IGF-stimulated pAkt S473 HTRF, 20 min; active compounds read low. activity change, % for hits at 50 µM. 0.32% of 360,000 active. AID 651550; in the data active means activity change below about -80%; inconclusive means mostly about -51% to -80%; further: on the % scale 0 is the no-effect control and ±100 the full control effect
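Single-point screen (50 µM final compound) in Neuro2A cells stimulated 20 min with 6 nM IGF at 37 deg C. After lysis, Ser473-phosphorylated Akt read by HTRF (ex 330 nm, em 615/665 nm) as the 665/615 ratio.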
PTHR1 agonist: PTHR1 (human) receptor agonism; Q03431; HEK293 GP2 PTHR1 cells, GloSensor cAMP luminescence, 1 h; 0.075% of 410,000 active; Potency, µM (titrated, usually from 115 µM), for inactives: top-dose activation, actives largely listed as activators; AID 743266; further: potency means the concentration at half of the fitted maximal effect; nearly all actives have a fitted effect of over 55% in size; some results filed as inactive show a strong effect at the top dose; inactives centre near -15; many of its hits are not listed in these tables
Target sequence (Q03431 whole entry, looked up): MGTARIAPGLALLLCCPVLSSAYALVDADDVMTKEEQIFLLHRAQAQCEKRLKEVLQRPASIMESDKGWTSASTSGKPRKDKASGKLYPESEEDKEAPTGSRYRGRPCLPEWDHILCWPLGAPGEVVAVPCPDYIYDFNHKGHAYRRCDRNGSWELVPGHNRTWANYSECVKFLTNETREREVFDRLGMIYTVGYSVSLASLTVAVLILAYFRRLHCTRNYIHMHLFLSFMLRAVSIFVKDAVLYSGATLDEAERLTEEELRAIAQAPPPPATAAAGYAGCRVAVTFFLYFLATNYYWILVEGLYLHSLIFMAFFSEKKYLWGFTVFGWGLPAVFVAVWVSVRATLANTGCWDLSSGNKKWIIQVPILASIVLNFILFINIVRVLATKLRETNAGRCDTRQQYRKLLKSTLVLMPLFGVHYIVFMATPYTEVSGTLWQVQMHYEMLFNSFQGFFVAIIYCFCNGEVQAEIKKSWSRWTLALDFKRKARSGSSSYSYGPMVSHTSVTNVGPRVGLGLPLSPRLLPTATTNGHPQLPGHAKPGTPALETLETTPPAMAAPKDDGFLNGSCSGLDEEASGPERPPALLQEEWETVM
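HEK-293-derived GP2 cells expressing PTHR1 and a GloSensor cAMP reporter, 3,000/well, plated overnight, given luciferin plus IBMX (each 0.5 mM as added) for 1 h at 37 °C, then compound for 1 h at 37 °C. Luminescence was read after 15 min at room temperature.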
Mm-Cpn inhibitor: blocks the Methanococcus maripaludis chaperonin Mm-Cpn. purified Mm-Cpn ATPase, ADP Transcreener TR-FRET. Potency, µM (titrated, usually from 76.9 µM), inactives show top-dose activity, negative = inhibition, hits mostly inhibitors. 0.031% of 330,000 active; further: potency means the concentration at half of the fitted maximal effect; on the % scale 0 is the no-effect control and ±100 the full control effect; nearly all actives have a fitted effect of over 80% in size
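Measured: ADP formation by purified Mm-CPN. Conditions: 25 nM protein, 10 uM ATP, Tris pH 7.4 with Mg2+, K+ and DTT, 37°C for 30 min. Detection: Transcreener HTRF after 30 min at room temperature.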
EPAC2 ag: activates human EPAC2 exchange factor; Potency, µM (titrated, usually from 154 µM), inactives show at the highest dose activation, actives largely listed as activators; 0.079% of 360,000 active; Q8WZA2; EPAC2 activation, biochemical qHTS; response scale: 100% = 6.5 mM cAMP response; further: potency means the concentration at half of the fitted maximal effect; nearly all actives have a fitted effect of over 50% in size
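Readout is BODIPY fluorescence (480 nm excitation, 540 nm emission), which falls as labeled GDP is exchanged off Rap1B. EPAC2 at 100 nM acted on 250 nM RAP1B-BODIPY-GDP with 50 uM GDP present.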
EPAC2 antag: blocks human EPAC2 exchange factor; EPAC2 GEF exchange of Rap1B-BODIPY-GDP, fluorescence; Potency, µM (highest dose often 114 µM), for the others: at the top dose activity, negative = inhibition, usual class: inhibitors; 0.18% of 360,000 active; AID 720708; further: potency means the concentration at half of the fitted maximal effect; on the % scale 0 is the no-effect control and ±100 the full control effect; nearly all actives have a fitted effect of over 45% in size; many of its hits are not listed in these tables
D3 ag: activates the human D3 dopamine receptor; P35462; max activation, %; AID 652048; D3R DiscoveRx beta-arrestin cells, luminescence, 90 min; 0.58% of 410,000 active; in the data active means max activation above about 30%; further: 0% is about no effect; mostly tested at two doses, the higher about 12 µM
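Agonist mode: compounds and dopamine controls were applied to plated cells for 90 min at 37 degrees C after an overnight attachment at 1500 cells/well. Luminescent read-out followed 30 - 60 minutes at room temperature with DiscoveRx detection reagent.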
Active calls of the source: *; i = inactive; ? = inconclusive; . = not tested or not shown; [ ] = remark or other dose. Unless noted, the call rests on the fitted dose curve; in most records, active means well fitted curve in the direction sought with a large enough effect; inconclusive means small, poorly fitted or top-dose-only effect, or another doubt; inactive means no such curve, though single readings can be large; an effect the other way counts as inactive or inconclusive.

Structure	CCT modulator	DRD3 antagonist	pAkt inh	PTHR1 agonist	Mm-Cpn inhibitor	EPAC2 ag	EPAC2 antag	D3 ag
O=C(CC12CC3CC(CC(C3)C1)C2)Nc1ccc2c(c1)COC2=O	-1.0	23.8	i	-25.9%	0.9%	11.1%	-1.1%	-1.2
CC1CC(C)CN(C(=O)c2ccc3ncsc3c2)C1 (stereo not drawn)	-0.4	1.4	i	-23.9%	0.6%	12.5%	-20.7%	3.6
CN(CCc1ccccn1)C1CCCN(S(=O)(=O)c2ccccc2Cl)C1 (stereo not drawn)	0.4	2.9	i	i	4.3%	-5.4%	-4.7%	-15.2
O=C1CN(C(=O)CNC(=O)c2ccccc2Cl)c2ccccc2N1	-0.9	2.7	i	i	0.8%	10.0%	3.0%	9.2
Cc1cc(C)n2c(NC3CCCCC3)c(CC(C)C)nc2n1	-2.7	-1.6	i	-21.8%	.	5.6%	-1.1%	8.1
Cc1csc(SCC(=O)c2c(N)n(CC(C)C)c(=O)n(C)c2=O)n1	0.9	11.0	i	-29.2%	-1.6%	8.3%	12.0%	25.5
CC1CCN(S(=O)(=O)c2ccc(C(=O)Nc3ccccc3-c3nc4ccccc4[nH]3)cc2)CC1	-0.6	7.5	i	-19.3%	-0.3%	-4.1%	-10.2%	10.7
C=CCNc1sc(C(=O)C2CC2)c(N)c1C#N	-3.0	0.9	i	i	?	9.3%	2.1%	-2.1
COc1ccc(/C=N/NC(=O)c2ccn[nH]2)cc1COc1ccc(Cl)cc1Cl	-0.2	35.6	i	i	-0.2%	10.7%	-2.9%	6.7
O=C(CN1C(=O)NC2(CCCCCC2)C1=O)c1ccc(Cl)s1	-6.6	-1.2	i	i	?	5.1%	2.6%	3.7
COc1ccc(NC(=O)CSc2nc3n[nH]c(C)c3c(=N)n2-c2ccc(Cl)c(C)c2)cc1OC	0.8	12.1	i	i	-0.8%	-11.6%	-19.0%	6.0
Oc1ccc(Br)cc1/C=N/n1cnc2ccccc21	-0.6	0.0	i	-38.3%[inhibitor][57.5 µM]	-3.5%	1.9%	-0.4%	-27.8
CN(C)S(=O)(=O)c1ccc(C(=O)OCC2COC(C)(C)O2)cc1 (stereo not drawn)	-0.8	3.3	i	-2.2%	-2.0%	3.5%	14.2%	7.0
Cc1ccc(CN(C)C(=O)c2cc(S(=O)(=O)N3CCOCC3)ccc2F)o1	-0.9	2.7	i	-11.0%	2.9%	9.5%	-2.9%	-0.9
CCOC(=O)CCCCCC(=O)Nc1ccc2c(c1)C(=O)N([C@H](C)CO)C[C@H](C)[C@@H](CN(C)C(=O)Nc1ccc(OC)cc1)O2	0.6	24.4	i	-12.0%	-1.5%	-7.7%	9.8%	-7.1
O=C(NCCOc1ccc(F)cc1)C1CCN(S(=O)(=O)c2ccccc2)CC1	0.0	36.6	i	-14.7%	0.1%	-6.5%	16.3%	11.3
CCCCC(=O)Nc1ccccc1C(=O)OCC(=O)c1ccc2c(c1)OCCO2	-1.6	39.9	i	-30.2%[inhibitor]	0.2%	19.2%	-10.4%	3.6
C[C@H](CO)N1C[C@H](C)[C@@H](CN(C)C(=O)Nc2ccccc2)Oc2ccc(NC(=O)C3CC3)cc2C1=O	-1.9	-11.6	i	-18.5%	-2.0%	5.2%	13.1%	11.1
Cn1c(SCC(=O)Nc2ccc(N3CCOCC3)cc2)nnc1-c1ccccc1F	-0.7	-15.2	i	i	-0.9%	8.9%	-6.8%	-13.5
Cc1ccc(S(=O)(=O)N(C)C)cc1NC(=O)C1CCC1	-2.0	8.8	i	-7.4%	-2.8%	15.7%	0.5%	-11.3
N#CC1=C(N)C2=CCCC[C@H]2[C@H](c2ccccc2)C1(C#N)C#N	-2.3	-15.1	i	-22.5%	-0.7%	18.8%	-0.5%	-9.0
CCC1Cc2[nH]c(=S)[nH]c(=O)c2C(c2ccc(Cl)cc2)O1 (stereo not drawn)	0.2	2.8	i	-8.5%	.	2.8%	-5.2%	5.6
CCC(=NNC(=O)c1cccc(S(=O)(=O)N2CCOCC2)c1)c1ccccc1	-2.9	11.0	i	-20.5%	0.5%	1.1%	3.2%	3.4
CC(=O)c1ccc(-n2ccnc2)cc1	1.7	23.1	i	i	-0.7%	6.3%	9.5%	6.9
CCN(CC)C(=O)CSc1nc2ccccc2n1CC(=O)N1CCN(c2ccccc2OC)CC1	-3.0	1.6	i	-6.8%[57.5 µM]	-9.0%	-2.5%	10.1%	0.9
COC(=O)c1ccc(N2CCC(c3cc(-c4ccc(OC)cc4)n[nH]3)CC2)c([N+](=O)[O-])c1	0.1	-14.8	i	i	0.9%	3.7%	-7.6%	4.8
O=C(CN(c1ccccc1Cl)S(=O)(=O)c1ccccc1)NCc1ccccc1	1.1	-3.4	i	-18.1%	-0.1%	20.0%	-14.2%	6.3
COc1ccc(NC(=S)N2CCN(S(C)(=O)=O)CC2)cc1OC	-3.8	-15.5	i	-18.6%	0.6%	10.0%	-1.0%	0.7
Cc1ccc(C(=O)N/N=C\c2ccc(-c3ccc([N+](=O)[O-])cc3)o2)cn1	-0.5	9.2	i	i	-1.8%	-4.8%	5.7%	-2.2
CC(=O)N1N=C(c2ccco2)CC1c1cc2cc(C)ccc2nc1Cl (stereo not drawn)	0.7	4.0	i	i	0.4%	-7.9%	2.4%	16.6
Cc1c(CCC(=O)O)c(=O)oc2c(C)c3occ(-c4ccc(Cl)cc4)c3cc12	-0.9	-13.8	i	-13.7%	1.8%	?	-13.8%	12.6
O=C(Nc1ccc(C2=NCCN2)cc1)c1ccc(C(=O)Nc2ccc(C3=NCCN3)cc2)c(Cl)c1	0.0	6.5	i	i	-2.0%	16.8%	-2.1%	-1.4
Cc1cc(O)c(C(C)C)cc1N=Cc1cc([N+](=O)[O-])ccc1O	2.3	?	i	-0.9%	-7.2%	4.4%	6.8%	-17.2
Cc1csc2ncnc(NCCc3ccccn3)c12	-1.7	39.8	i	-31.5%	1.2%	6.8%	-3.7%	0.7
COc1cc(C(=O)Nc2cccc(S(=O)(=O)N3CCCC3)c2)c([N+](=O)[O-])cc1OC	1.4	0.0	i	i	1.9%	8.5%	-3.5%	-3.9
O=C(O)COc1ccc2occ(C(=O)c3ccccc3)c2c1	-3.2	?	i	-26.1%	-1.0%[15.4 µM]	-4.6%	-0.2%	-2.1
Cc1c(CC(=O)O)c(=O)oc2c(C)c3occ(-c4ccc(F)cc4)c3cc12	2.4	21.0	i	-16.5%	0.0%	-4.4%	-29.9%	-6.6
CCc1ccc2c(c1)NC(=O)C2(C)Cc1ccccc1C#N (stereo not drawn)	-0.3	-14.6	i	-30.1%[inhibitor]	.	7.0%	?	-14.2
S=c1[nH]cnc2scc(-c3ccc(Br)cc3)c12	3.2	-1.5	i	-16.7%	-24.7%	0.0%	-4.0%	-7.8
CC(C)(C)C(=O)OC/C(N)=N/OC(=O)c1ccc(Cl)c(Cl)c1	1.6	2.1	i	-20.0%	1.6%	5.8%	-13.3%	3.6

Molecules from the list above that contain bromine:
Structure	CCT modulator	DRD3 antagonist	pAkt inh	PTHR1 agonist	Mm-Cpn inhibitor	EPAC2 ag	EPAC2 antag	D3 ag
Oc1ccc(Br)cc1/C=N/n1cnc2ccccc21	-0.6	0.0	i	-38.3%[inhibitor][57.5 µM]	-3.5%	1.9%	-0.4%	-27.8
S=c1[nH]cnc2scc(-c3ccc(Br)cc3)c12	3.2	-1.5	i	-16.7%	-24.7%	0.0%	-4.0%	-7.8

Just EPAC2 antag and CCT modulator (two entries from above):
SMILES | EPAC2 antag | CCT modulator
Cc1csc2ncnc(NCCc3ccccn3)c12 | -3.7% | -1.7
COc1cc(C(=O)Nc2cccc(S(=O)(=O)N3CCCC3)c2)c([N+](=O)[O-])cc1OC | -3.5% | 1.4

Remaining list, next part.
Structure	CCT modulator	DRD3 antagonist	pAkt inh	PTHR1 agonist	Mm-Cpn inhibitor	EPAC2 ag	EPAC2 antag	D3 ag
Cc1ccccc1-c1nn(-c2ccc(F)cc2F)cc1CNCCN(C)C	1.6	-9.2	i	i	-1.6%	2.8%	3.4%	-29.4
N#CC(=C(O)COC(=O)Cc1c[nH]c2ccccc12)c1nc2ccccc2[nH]1	-0.1	-9.5	i	-10.6%	.	4.0%	1.4%	-16.5
CCN(CCO)Cc1csc2c(Br)cccc12	2.0	0.0	i	i	-7.9%	2.3%	-22.9%	-18.1
CC1CCCN(S(=O)(=O)c2ccc(C(=O)Nc3nnc(C4CC4)o3)cc2)C1 (stereo not drawn)	-0.3	17.9	i	-21.0%	0.9%	0.6%	-0.4%	-0.6
COc1ccccc1NC(=S)NNC(=O)c1nn(C)c(C)c1Br	-4.7	0.0	i	-24.3%	-0.5%	-6.5%	-1.9%	-16.4
O=C(COc1ccc(Cl)cc1Cl)NCC1(N2CCOCC2)CCCCC1	4.3	-8.2	i	-41.2%[inhibitor]	0.6%	6.7%	1.3%	-7.5
Cc1ccc(NC(=O)CSCC(=O)NCCc2ccccc2)c(C)c1	-2.8	-5.7	i	-20.5%	-2.5%	3.8%	1.3%	0.7
Cc1cc(N/N=C/c2ccc(Cl)cc2Cl)nc(NCc2ccccc2)n1	-0.4	10.0	i	-24.2%	1.0%	8.3%	1.1%	-4.3
CCCN(CC1CC1)C(=O)CSc1ncnc2sccc12	-1.6	-10.4	i	-39.2%[inhibitor]	-1.0%	7.2%	0.0%	-10.7
O=c1[nH]c(CO)nc2c1oc1ccccc12	-0.9	14.2	i	i	-0.5%	3.4%	-2.0%	3.7
O=C(CSc1nnc(-c2ccco2)o1)N1CCCCC1	-0.9	-4.7	i	i	-0.8%	7.7%	2.5%	9.2
Cc1ccc(C)c(NC(=S)NCCN2CCOCC2)c1	0.5	-4.2	i	i	.	2.4%	4.9%	-0.5

Some of the compounds tested; rates above refer to the full screens.
